Compound activity from PubChem BioAssay.
Dicer inh: inhibitors of Dicer pre-microRNA processing, primary screen, biochemical, cat-ELCCA, chemiluminescence | Endoribonuclease Dicer (Homo sapiens), Q9UPY3 | cat-ELCCA pre-miR-21 Dicer processing; active compounds read high | z-score at 25 µM | 6% of 47,000 active; in the data active = z-score above about 3, passing the limit was not always enough;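 also: plate controls were vehicle for no effect and no enzyme for full effect; higher signal means more uncleaved substrate so more Dicer inhibition; strong numbers were not always called active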
Target sequence (Q9UPY3 whole entry, looked up): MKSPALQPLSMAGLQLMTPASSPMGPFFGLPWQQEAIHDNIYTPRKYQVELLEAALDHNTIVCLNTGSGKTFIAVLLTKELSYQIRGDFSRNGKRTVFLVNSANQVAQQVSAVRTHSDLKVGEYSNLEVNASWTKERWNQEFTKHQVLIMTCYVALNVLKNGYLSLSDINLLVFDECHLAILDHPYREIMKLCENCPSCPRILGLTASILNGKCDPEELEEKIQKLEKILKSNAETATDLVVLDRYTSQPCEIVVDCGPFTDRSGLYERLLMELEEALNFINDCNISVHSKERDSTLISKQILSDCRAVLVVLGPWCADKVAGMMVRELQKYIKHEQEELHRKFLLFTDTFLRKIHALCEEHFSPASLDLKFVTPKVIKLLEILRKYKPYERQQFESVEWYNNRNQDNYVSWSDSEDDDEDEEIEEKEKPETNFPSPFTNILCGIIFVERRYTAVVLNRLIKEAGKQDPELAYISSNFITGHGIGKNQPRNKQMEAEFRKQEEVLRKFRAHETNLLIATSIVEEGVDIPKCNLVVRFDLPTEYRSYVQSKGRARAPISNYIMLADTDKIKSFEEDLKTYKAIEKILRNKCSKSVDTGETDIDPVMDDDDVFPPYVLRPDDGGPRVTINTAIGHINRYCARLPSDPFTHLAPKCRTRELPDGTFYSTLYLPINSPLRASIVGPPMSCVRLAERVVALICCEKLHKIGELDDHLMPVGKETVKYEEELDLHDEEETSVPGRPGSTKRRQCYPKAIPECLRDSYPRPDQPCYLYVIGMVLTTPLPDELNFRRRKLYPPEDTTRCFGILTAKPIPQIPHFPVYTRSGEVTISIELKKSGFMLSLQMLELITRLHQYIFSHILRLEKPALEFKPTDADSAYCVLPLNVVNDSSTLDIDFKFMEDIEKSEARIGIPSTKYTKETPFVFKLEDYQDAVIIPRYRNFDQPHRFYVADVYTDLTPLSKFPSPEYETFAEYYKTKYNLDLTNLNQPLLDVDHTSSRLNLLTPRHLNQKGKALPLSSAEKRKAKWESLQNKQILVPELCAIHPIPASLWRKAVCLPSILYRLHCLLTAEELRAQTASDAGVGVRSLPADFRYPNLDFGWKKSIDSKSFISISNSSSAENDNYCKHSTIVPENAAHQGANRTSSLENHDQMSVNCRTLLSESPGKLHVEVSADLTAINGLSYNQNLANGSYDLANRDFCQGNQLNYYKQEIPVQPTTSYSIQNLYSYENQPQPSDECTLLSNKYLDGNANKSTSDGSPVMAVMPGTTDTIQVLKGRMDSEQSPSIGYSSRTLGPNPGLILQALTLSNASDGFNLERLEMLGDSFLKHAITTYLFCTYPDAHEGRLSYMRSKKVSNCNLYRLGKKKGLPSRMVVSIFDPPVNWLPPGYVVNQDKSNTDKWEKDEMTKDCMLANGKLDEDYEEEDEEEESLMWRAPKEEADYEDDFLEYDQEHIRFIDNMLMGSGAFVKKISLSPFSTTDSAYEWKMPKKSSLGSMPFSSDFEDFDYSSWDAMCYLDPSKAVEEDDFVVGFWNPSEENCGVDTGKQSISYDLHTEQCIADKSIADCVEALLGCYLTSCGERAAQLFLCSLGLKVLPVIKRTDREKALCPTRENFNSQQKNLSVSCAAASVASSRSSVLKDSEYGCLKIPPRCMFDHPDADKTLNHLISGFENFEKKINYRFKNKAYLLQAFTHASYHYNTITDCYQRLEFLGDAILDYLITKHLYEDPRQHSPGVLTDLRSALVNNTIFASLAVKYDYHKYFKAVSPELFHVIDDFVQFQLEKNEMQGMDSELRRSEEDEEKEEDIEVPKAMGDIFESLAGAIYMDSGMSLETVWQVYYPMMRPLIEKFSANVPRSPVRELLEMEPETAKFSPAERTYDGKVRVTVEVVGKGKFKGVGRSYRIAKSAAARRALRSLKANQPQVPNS
An asterisk follows results filed as active. An excerpt; the hit share may differ from the screen's.

Start of the listing, in advance:
nr	Compound	Dicer inh
1	CCOC(=O)C(Cc1c[nH]c2ccccc12)NS(=O)(=O)c1ccc(Cl)cc1 (configuration not stated)	0.62
2	COC(=O)c1ccc(Oc2nc(N(C)C)nc(N(C)C)n2)cc1	-0.06
3	O=C(OCc1ccccc1)c1cnc(NNS(=O)(=O)c2ccc(Cl)cc2)nc1C(F)(F)F	-0.62
4	CC1=C(C)CC2C(=O)N(c3ccc(F)cc3F)C(=O)C2C1 (configuration not stated)	1.34
5	C=CCOc1ccc(C2C3CCCc4ccccc4C3=NN2C)cc1 (configuration not stated)	0.86

The whole of this part, repeating the preview:
nr	Compound	Dicer inh
1	CCOC(=O)C(Cc1c[nH]c2ccccc12)NS(=O)(=O)c1ccc(Cl)cc1 (configuration not stated)	0.62
2	COC(=O)c1ccc(Oc2nc(N(C)C)nc(N(C)C)n2)cc1	-0.06
3	O=C(OCc1ccccc1)c1cnc(NNS(=O)(=O)c2ccc(Cl)cc2)nc1C(F)(F)F	-0.62
4	CC1=C(C)CC2C(=O)N(c3ccc(F)cc3F)C(=O)C2C1 (configuration not stated)	1.34
5	C=CCOc1ccc(C2C3CCCc4ccccc4C3=NN2C)cc1 (configuration not stated)	0.86
6	COc1ccc(C(=O)CSc2nc3nc(C)cc(C)c3c(=O)[nH]2)cc1	0.89
7	CCc1cc(C(=O)OC)c(NC(=O)CCCC(=O)O)s1	-0.45
8	CCCN1C(=O)C2(/C(=C(/O)c3ccc(OC)cc3)C(=O)C(=O)N2CCOC)c2ccccc21 (configuration not stated)	2.96
9	CC(=O)Nc1cc2cc(-n3cccc3)ccc2oc1=O	-0.75
10	COc1ncc(C(=O)NNC(=O)c2ccno2)cc1[N+](=O)[O-]	-0.5
11	CC(=O)n1nc(N)c([N+](=O)[O-])c1N	2.55
12	COc1ccc(OCc2nc3c4c5c(sc4ncn3n2)CCCCC5)cc1	4.25*

Values in list order from above:
Dicer inh, nos. 2–12 → -0.06, -0.62, 1.34, 0.86, 0.89, -0.45, 2.96, -0.75, -0.5, 2.55, 4.25*

More results follow:
nr	Compound	Dicer inh
13	O=c1c(Cl)c(O)c2ccccc2n1Cc1ccccc1	0.61
14	COc1ccc(/C=N/Nc2c([N+](=O)[O-])c(C)nn2C)cc1	1.02
15	Cc1ccc(C2=NN3C(C2)c2ccccc2OC3c2ccc(F)cc2)o1 (configuration not stated)	2.06
16	O=S(=O)(CS(=O)(=O)Oc1cccc(Br)c1)Oc1cccc(Br)c1	0.33
17	Cc1cc2n(n1)C(c1ccc(O)cc1O)Nc1ccccc1-2 (configuration not stated)	1.18
18	CCOC(=O)N/N=C/c1ccc(N(C)CCC#N)cc1	-0.63
19	O=C(O)Cc1csc(-c2cnccn2)n1	0.24
20	CN1C2CCCC1CC(NC(=O)c1nn(C)c3ccccc13)C2 (configuration not stated)	-1.37
21	O=C(Cn1nnc2ccccc21)N/N=C/c1ccccc1	-0.85
22	O=C(NCc1cccs1)C1CC(c2c(F)cccc2Cl)=NO1 (configuration not stated)	-2.17
23	O=C(O)COc1ccc(-c2nc3ccccc3s2)cc1	1.02
24	CC(=O)NNS(=O)(=O)c1scc(S(=O)(=O)c2ccc(Cl)cc2)c1C	12.9
25	Clc1ccc(C(c2ccccc2Cl)C(Cl)Cl)cc1 (configuration not stated)	-0.01
26	NC(=S)NC1CC2CC1C1C=CCC21 (configuration not stated)	0.43
27	CCCCCOC(=O)C1=C(C)NC2=C(C(=O)CC(C)(C)C2)C1c1ccccn1 (configuration not stated)	-0.57
28	Cc1ccc(N2C(=O)c3ccccc3C2C(=O)c2ccc(C)cc2O)cc1 (configuration not stated)	12*
29	Cc1cc(C(=O)Nc2csc(-c3ccc(Cl)cc3)c2)c(C)o1	-1.45
30	CCCOC(=O)C1=C(C)NC2=C(C(=O)CC(C)(C)C2)C1c1ccccc1 (configuration not stated)	2.58
31	CC(C)OC(=O)NC(Nc1ccccc1C(=O)O)(C(F)(F)F)C(F)(F)F	-0.26
32	O=[N+]([O-])c1cccc(C2N(c3ccccc3)CCN2c2ccccc2)c1	-0.07
33	C=CCC(C#Cc1ccccc1)N(C)C (configuration not stated)	1.31
34	CCc1ccc(C2C(C(=O)OCCOC)=C(C)N=C3SCCC(=O)N32)cc1 (configuration not stated)	0.33
35	O=C(CSc1n[nH]c(-c2ccncc2)n1)c1ccccc1	-0.64
36	CCCCc1nc2sc3c(NCCCO)ncnc3c2c2c1COC(C)(C)C2	-1.31
37	Cc1cc(C)nc(N2CC(=O)N(CCOc3ccc(Br)cc3)C2=O)n1	2.8
38	CCOC(=O)c1cc(-c2ccccc2)sc1NC(=O)Nc1ccc(Cl)c(Cl)c1	0.27
39	Cn1c(SCc2c(F)cccc2Cl)n[nH]c1=S	-0.17
40	CN(C)CCOC(c1ccccc1)c1ccccc1	2.31
41	O=C(O)C1CC(=O)N(Cc2cccs2)C1 (configuration not stated)	-0.2
42	C=CCNc1nc2c(c(=O)[nH]c(=O)n2C)n1CCO	0.25
43	CCC(C)Nc1ncnc2cc(OC)c(OC)cc12 (configuration not stated)	0.3
44	Cc1ccc(S(=O)(=O)NNC(=S)Nc2ccc(Cl)cc2)cc1	6.09*
45	Cc1c(C#N)c(-n2cccc2)n(CC2CC2)c1C	0.65
46	CN(C)c1ccc(/C=C/c2noc(-c3ccccc3O)n2)cc1	5.85*
47	COC(=O)c1ccc(C2C(C(=O)OC(C)C)=C(C)NC3=C2C(=O)CC(C)(C)C3)cc1 (configuration not stated)	-0.93
48	Cc1cccc(CN(C)CCc2ccccn2)c1	1.93
49	Cn1c(=O)c2c3oc(-c4ccc([N+](=O)[O-])cc4)nc3c(=O)n(-c3ccccc3)c2n(C)c1=O	-2.26
50	N#CC(=Nc1cccc(F)c1)C1=C(O)c2ccccc2C1=O	2.51
51	COc1ccc(Cc2nc(S(=O)(=O)c3ccccc3)c(NCc3ccccc3)o2)cc1	1.96
52	O=C1c2ccccc2C2(c3ccccc3)NCCN12 (configuration not stated)	1.74
53	Cc1cccc(Oc2c(C(F)(F)F)oc3c(CN4CCCC4)c(O)ccc3c2=O)c1	0.41
54	C=C(C)COc1ccc2oc(C)c(C(=O)OC)c2c1	0.71
55	Nc1cc(Cl)c(S(N)(=O)=O)cc1S(=O)(=O)NCc1ccccc1	0.94
56	Nc1ncnc2c1ncn2CCNCc1ccccc1	-0.24
57	COc1cc2c(cc1OC)C(=O)N(Cc1c(Cl)cccc1Cl)CC2	-0.66
58	CC1(C)C2CC[C@@](C)(C2)C1NS(=O)(=O)c1ccc(-c2cc(C(F)(F)F)on2)s1 (some centres not stated)	-2.24
59	CCSC1=C(C#N)C(=O)NC(/C=C/c2ccccc2)S1 (configuration not stated)	-0.43
60	CCOC(=O)c1c(C)nn(-c2ccc(NS(=O)(=O)c3ccc(OC)cc3)cc2)c1C	-1.32

Some of these compounds in order of count of non-hydrogen atoms, highest first:
nr	Compound	Dicer inh
30	CCCOC(=O)C1=C(C)NC2=C(C(=O)CC(C)(C)C2)C1c1ccccc1 (configuration not stated)	2.58
44	Cc1ccc(S(=O)(=O)NNC(=S)Nc2ccc(Cl)cc2)cc1	6.09*
54	C=C(C)COc1ccc2oc(C)c(C(=O)OC)c2c1	0.71

Additional records
nr	Compound	Dicer inh
61	CC1=C(C(=O)Nc2ccc(C)cn2)C(c2cccc(Br)c2)C2=C(CC(C)(C)CC2=O)N1 (configuration not stated)	1.27
62	Cc1cccc(C#Cc2ccccc2)n1	-0.58
63	CCOc1ccc(C2C(C(=O)OCCOc3ccccc3)=C(C)NC3=C2C(=O)CC(C)(C)C3)cc1 (configuration not stated)	0.8
64	CCOC(=O)CSc1nc2sc3c(c2c(=O)n1-c1ccccc1)CCN(C)C3	2.48
65	COc1ccc(-c2cc(C(F)(F)F)nc(SCC(=O)NC3CC3)n2)cc1OC	-0.37
66	CC(=O)OCC(=O)NCCCOc1cccc(CN2CCCCC2)c1	5.19
67	O=C(O)c1ccc(-c2cn3cccnc3n2)cc1	-1.57
68	Cc1ccc2c(c1)NC(c1ccc(C(=O)O)cc1)c1cccn1-2 (configuration not stated)	0.01
69	C/C(=N/OC(=O)c1ccsc1)c1oc(C)nc1C	-1.6
70	N[C@@H](Cc1ccc(O)c(O)c1)C(=O)O	5.04
71	Cc1nc(SCCC(C)C)[nH]c(=O)c1CCC(C)C	6.23
72	Cc1ccccc1NC(=O)c1cc(-c2ccccc2)n(-c2ccccc2)c1C	-1.12

From compound 71 up to 72, as listed above:
nr	Compound	Dicer inh
71	Cc1nc(SCCC(C)C)[nH]c(=O)c1CCC(C)C	6.23
72	Cc1ccccc1NC(=O)c1cc(-c2ccccc2)n(-c2ccccc2)c1C	-1.12

Next structures
nr	Compound	Dicer inh
73	C#Cc1cccc(NC(=O)CSc2nc3c(c(/C=C\c4ccccc4)c2C#N)CCC3)c1	-0.46
74	CCc1cc(=O)[nH]c(SCc2c(F)cccc2Cl)n1	0.06
75	CCOC(=O)c1sc(N2CCCC2)c2c1CC(C)(C)CC2=O	-0.33
76	COc1ccccc1/C=C1\N=C(SC)SC1=O	27.1
77	CC(C)C(=O)Nc1sc2c(c1C(=O)O)CCCC2	1.61
78	CC(=O)c1cnc2cc(C3CC3)nn2c1C	0.75
79	NC(=O)c1ccc(-c2ccc(C(N)=O)cc2)cc1	-1.62
80	COc1cccc(=O)c2c(C)n(-c3ccc(C(=O)O)cc3)c(C)c12	2.09
81	O=C(COc1cccc2cccnc12)N1CCc2ccccc2C1	-1.22
82	Cc1onc(-c2ccccc2Cl)c1NC(=O)NCCc1ccncc1	-0.43
83	CC1CN(C2CCCCC2)c2nc3c(c(=O)n(CC(=O)O)c(=O)n3C)n2C1 (configuration not stated)	-1.16
84	CCCC1NC(=O)NC(C)=C1C(=O)OCC (configuration not stated)	-0.4
85	COC(=O)c1cc2c(N)c(C(=O)c3ccc(C)cc3)sc2nc1C(OC)OC	-0.12
86	CC(C)S(=O)(=O)c1csc(NC(=O)Nc2cc(C(F)(F)F)cc(C(F)(F)F)c2)c1	-0.31
87	OCCn1c(-c2ccccc2)cn2c3ccccc3nc12	1.01
88	COc1ccc(OC)c(CNc2nc3ccccc3n2C)c1	2.54
89	Cc1[nH]c2ccccc2c1C(c1ccncc1)c1c(C)[nH]c2ccccc12	-0.97
90	CCn1c(/C=C/c2c(C)n(C)c3ccccc23)nc2ccccc2c1=O	1.34
91	CC(=O)c1sc2sc(Br)c(C)c2c1C	-0.92
92	Fc1ccccc1-c1ncc(-c2ccc(Br)cc2)o1	-0.93
93	Cc1ccn2cc(-c3cccc(S(=O)(=O)N(C)C)c3)nc2c1	0.25
94	O=C(c1ccccc1)N1c2ccccc2OC1c1ccc2c(c1)OCO2 (configuration not stated)	-0.43
95	CCCOc1ccc(C2c3c(oc4ccccc4c3=O)C(=O)N2Cc2ccc3c(c2)OCO3)cc1 (configuration not stated)	0.26
96	COc1ccc(Oc2ncccc2NC(=O)c2cccc(C)c2C)cc1	1.2
97	O=C(NC(=O)c1ccc(-c2cccs2)s1)SCc1cccs1	1.64
98	Brc1ccccc1CN1CCN(Cc2ccco2)CC1	2.98
99	CSc1ccc(C2Oc3nc(SC)nnc3-c3ccccc3N2C(C)=O)cc1 (configuration not stated)	1.95
100	CC(=O)NC1=NN(C(C)=O)C(c2ccc(Cl)cc2)S1 (configuration not stated)	0.66
101	Cc1cc(=O)[nH]c(NCc2ccccc2)n1	-0.6
102	COc1ccc(C2Oc3ccccc3C3CC(c4ccccc4O)=NN32)cc1OC (configuration not stated)	4.75*
103	Cc1ccc(C(=O)CSc2nccc(-c3nn(-c4ccc(F)cc4)ccc3=O)n2)cc1	0.85
104	COc1ccc(-n2nnnc2-c2c[nH]c3ccc(Cl)cc23)cc1	0.32
105	CN1CCOc2ccc(S(=O)(=O)N3CCCC3c3ccc(F)cc3)cc21 (configuration not stated)	-0.47
106	N#CC(=C1SCCS1)S(=O)(=O)c1ccc(Cl)cc1	-0.22
107	C/C(Cc1nnn(-c2cc(C)on2)n1)=N\OC(=O)Nc1ccc(Cl)cc1	0.71
108	CC(C)(C)S(=O)(=O)/C(C#N)=C/Nc1ccc(Cl)cn1	1.06
109	Cc1nn2c(=O)/c(=C/c3ccc(Cl)cc3)sc2nc1=O	0.22
110	Cn1nnnc1SCCNCc1cccc(OCc2ccccc2)c1	1.07
111	O=C(NCCCn1ccnc1)c1cc2n(n1)C(C(F)(F)F)CC(c1ccc(Cl)cc1)N2 (configuration not stated)	0.68
112	O=C1/C(=C\c2ccc(Cl)cc2)N=C(c2ccccc2)N1CCc1csc2ccccc12	2.32
113	O=C(O)c1ccc2nc(-c3cccc(-c4nc5ccc(C(=O)O)cc5[nH]4)c3)[nH]c2c1	-0.63
114	CCOC(=O)C1=C(C)N=C2SC(CC)C(=O)N2C1c1ccc(OC)c(OC)c1 (configuration not stated)	-0.55
115	CCOC(=O)CSc1nc2nc(C)c([N+](=O)[O-])c(=O)n2[nH]1	-0.08
116	Nc1nc(CSc2nnnn2-c2ccccc2)nc(Nc2ccccc2)n1	-1.06
117	COc1cc(C2Nc3ccccc3NC3=C2C(=O)CC(c2ccc4c(c2)OCO4)C3)ccc1OC(C)=O (configuration not stated)	1.36
118	COc1ccc(C2CC(=O)C3=C(C2)Nc2ccccc2NC3c2cccc(O)c2)cc1OC (configuration not stated)	3.52*
119	Cc1ccccc1-c1nc(NC(=O)CSc2nnc3ccccn23)ns1	3.51*
120	CCOC(=O)CC(N)=NNc1ccccc1[N+](=O)[O-]	1.43
121	Cc1noc(/C=C/c2nn(C)cc2Cl)c1[N+](=O)[O-]	-1.31
122	Cc1nc(N2CCN(C(=O)c3ccco3)CC2)nc2c1C(=O)CCC2	2.23
123	N#CCCN(Cc1ccncc1)C(=O)c1sc2ccccc2c1Cl	-0.64
124	CCCCCc1c(O)nc(SCC(=O)O)[nH]c1=O	-0.16
125	Cc1ccc(CSc2n[nH]c(=O)[nH]c2=O)cc1	-5.47
126	CCCCOc1ccc(C2c3c(oc4ccccc4c3=O)C(=O)N2c2ccccn2)cc1OCC (configuration not stated)	4.61*
127	Cc1ccc(C(=O)CC2(O)C(=O)N(CCc3ccccc3)c3ccc(Br)cc32)s1 (configuration not stated)	4.9*
128	CCOC(=O)c1noc(-c2cccc([N+](=O)[O-])c2)c1C#N	0.15
